Screening results from PubChem.
ELG1 DNA repair: inhibitors of ELG1-dependent DNA repair in HEK293T cells | HEK293T ELG1-luciferase reporter, luminescence, 16 h; DNA damage induced by 5-fluorouridine | Potency, µM (series often up to 46.1 µM), for the others: top-dose activity change, negative = inhibition, usual class: inhibitors | actives 2.3% (n = 330,000); also: potency is read from the fitted curve at half-maximal effect; % is scaled to controls: 0 for no effect and ±100 for the full control effect; nearly all actives have a fitted effect of over 55% in size
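In this reporter screen, reduction of luminescence relative to DMSO vehicle indicated activity. Compounds and 5-fluorouridine were added together to 2,000 cells per well, incubated for 16 hr at 37 °C, then developed with ONE-Glo.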
KCNH2 3.1 inh: blocks the human KCNH2 3.1 channel isoform. U2OS KCNH2 3.1, thallium flux FluxOr; stronger effect = lower value. activity change, % (tested at about 1.8 µM). actives 0.95% (n = 340,000);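 active = maximum activity change below -70%; inconclusive = maximum activity change from -70% to -50%; inactive = maximum activity change above -50%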;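 also: thallium influx rate constant from kinetic fluorescence after stimulation buffer; % is scaled to controls: 0 for no effect and ±100 for the full control effect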
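Measured as rate of thallium-driven FluxOr signal in transduced U2OS cells carrying the 3.1 channel, read kinetically for 2 min upon stimulation; values are rate constants scaled to DMSO control wells.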
NPC1 prom act: activators of NPC1 promoter; Potency, µM (doses to about 9.22 µM), inactives show at the top dose activation, hits mostly activators; Huh7 NPC1 promoter luciferase reporter, 24 h; actives 2.4% (n = 320,000);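 also: potency is read from the fitted curve at half-maximal effect; % of control where 0% means no effect; nearly all actives have a fitted effect of over 60% in size; reporter is driven by a mutant NPC1 promoter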
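NPC1 promoter–luciferase Huh7 cells; 24 h compound; luminescence.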
Rab9 prom act: Rab9 promoter activation; Huh7 Rab9 promoter-luciferase reporter, luminescence, 24 h; Potency, µM (top dose mostly 9.22 µM), without a hit: at the highest dose activation, negative = inhibition, hits mostly activators; actives 2.8% (n = 320,000); AID 485297; also: potency is read from the fitted curve at half-maximal effect; % of control where 0% means no effect; nearly all actives have a fitted effect of over 60% in size
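Stable Rab9-luc Huh7, 1500 cells/well, 2 h settle; cmpd in DMSO, 24 h, 37 °C/5% CO2; luciferase reagent 10 min RT; luminescence.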
FLuc modulator: inhibits or activates purified firefly luciferase, miR-21 counter-screen. purified FLuc, Km substrates, luminescence inhibition. Potency, µM (titrated, usually from 57.5 µM), for inactives: at the highest dose activity change, negative = inhibition, hits mostly inhibitors. actives 6.9% (n = 360,000);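 also: potency is read from the fitted curve at half-maximal effect; plate controls were vehicle for no effect and reference inhibitor for full effect; nearly all actives have a fitted effect of over 55% in size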
Target sequence (P08659 whole entry, looked up): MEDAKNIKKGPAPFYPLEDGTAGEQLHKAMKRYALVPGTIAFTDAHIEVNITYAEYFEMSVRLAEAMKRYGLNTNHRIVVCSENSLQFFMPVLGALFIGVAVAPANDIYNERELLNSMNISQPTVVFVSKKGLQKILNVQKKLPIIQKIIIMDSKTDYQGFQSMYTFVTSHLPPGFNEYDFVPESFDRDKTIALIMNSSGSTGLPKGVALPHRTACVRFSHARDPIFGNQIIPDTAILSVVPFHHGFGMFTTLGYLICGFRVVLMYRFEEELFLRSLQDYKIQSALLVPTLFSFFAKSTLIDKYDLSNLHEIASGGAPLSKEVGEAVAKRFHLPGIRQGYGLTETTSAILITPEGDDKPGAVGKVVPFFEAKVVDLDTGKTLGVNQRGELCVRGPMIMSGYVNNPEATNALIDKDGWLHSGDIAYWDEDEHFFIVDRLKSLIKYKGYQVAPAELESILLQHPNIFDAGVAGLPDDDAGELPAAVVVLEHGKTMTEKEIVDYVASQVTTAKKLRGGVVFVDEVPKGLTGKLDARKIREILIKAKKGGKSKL
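Purified P. pyralis luciferase (10nM final) with 10uM D-luciferin and 10uM ATP (Km levels) in 50mM Tris acetate pH 7.5, 10mM Mg acetate, 0.01% Tween-20, 0.05% BSA; qHTS 6-point titration, ~60 µM downward; luminescence read.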
RORg inh: ROR gamma (mouse) transcription inhibition; Drosophila S2 Gal4-RORgamma UAS-luciferase reporter, 20 h; P51450; AID 2551; actives 5.4% (n = 310,000); Potency, µM (series often up to 53.6 µM), for inactives: top-dose activity change, negative = inhibition, usual class: inhibitors; also: potency is read from the fitted curve at half-maximal effect; % is scaled to controls: 0 for no effect and ±100 for the full control effect; nearly all actives have a fitted effect of over 60% in size
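Compounds are pin-transferred onto Drosophila Schneider cells expressing a copper-inducible Gal4–ROR gamma transactivation domain fusion. After 1 hr, copper sulfate is added to 700 uM final; luciferase is read 20 hr later.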
MBNL1-CUG inh: inhibitors of human MBNL1 binding to CUG repeat RNA | Q9NR56 | TR-FRET MBNL1-His/biotin-(CUG)12 binding, 665/545 ratio | Potency, µM (series often up to 57.5 µM), for the others: top-dose activity change, negative = inhibition, actives largely listed as inhibitors | actives 0.036% (n = 280,000) | AID 2675; active = well fitted inhibition curve with a large enough effect in the signal ratio, with a control signal flat, not every such curve was filed as active; inconclusive = small, poorly fitted or top-dose-only effect, or effect the other way, or a change in a side signal; inactive = no such curve, though single readings can be large or run the other way; the % refers to the signal ratio; also: potency is read from the fitted curve at half-maximal effect; % is scaled to controls: 0 for no effect and ±100 for the full control effect
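TR-FRET between His-tagged MBNL1 and biotin-(CUG)12 RNA, detected with Tb anti-His antibody (0.055 ng/ul) and streptavidin-XL665 (5 nM), 60 min at room temperature. Compounds titrated 92 nM to 58 uM; 665/545 nm ratio normalized to buffer and complex controls.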
PKM2 activator: increases activity of human pyruvate kinase M2; P14618; purified PKM2, Kinase-Glo ATP luminescence, activation; response scale: 0% is enzyme alone, no compound; Potency, µM (series often up to 57.5 µM), for the others: top-dose activation, actives largely listed as activators; actives 0.34% (n = 260,000); AID 1631; also: potency is read from the fitted curve at half-maximal effect; % is scaled to controls: 0 for no effect and ±100 for the full control effect; nearly all actives have a fitted effect of over 55% in size
Target sequence (P14618 whole entry, looked up): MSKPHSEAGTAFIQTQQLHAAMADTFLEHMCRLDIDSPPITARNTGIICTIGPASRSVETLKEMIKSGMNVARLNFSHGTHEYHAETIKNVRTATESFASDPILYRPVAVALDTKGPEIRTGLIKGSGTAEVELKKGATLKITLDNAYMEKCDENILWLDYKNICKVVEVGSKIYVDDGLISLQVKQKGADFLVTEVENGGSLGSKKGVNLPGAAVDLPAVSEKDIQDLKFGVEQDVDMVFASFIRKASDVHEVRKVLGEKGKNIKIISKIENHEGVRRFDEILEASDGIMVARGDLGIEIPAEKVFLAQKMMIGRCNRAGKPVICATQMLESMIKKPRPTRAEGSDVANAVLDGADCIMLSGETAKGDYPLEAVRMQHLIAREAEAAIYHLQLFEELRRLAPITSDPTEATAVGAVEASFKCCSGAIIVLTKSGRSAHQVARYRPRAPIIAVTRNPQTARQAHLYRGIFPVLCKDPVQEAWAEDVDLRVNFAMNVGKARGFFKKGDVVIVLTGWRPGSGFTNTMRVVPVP
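ATP formation by purified human PK-M2, quantified via coupled luciferase luminescence after 1 h at room temperature with 0.1 mM ADP and 0.5 mM PEP final.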
Menin MLL FP TR: inhibitors of human menin-MLL interaction, mutant MLL peptide; O00255; Menin + Texas Red MLL mutant peptide, fluorescence polarization; Potency, µM (highest dose often 61.6 µM), for the others: at the highest dose FP activity change, negative = inhibition, hits mostly inhibitors; actives 0.23% (n = 270,000); AID 1768; active = well fitted inhibition curve with a large enough effect in the polarisation, with a control signal flat, not every such curve was filed as active; inconclusive = small, poorly fitted or top-dose-only effect, or effect the other way, or a change in a side signal; inactive = no such curve, though single readings can be large or run the other way; the % refers to the polarisation; also: potency is read from the fitted curve at half-maximal effect; % of control where 0% means no effect; many of its hits are not listed in these tables
Mito fusion yeast: blocks mitochondrial division or promotes mitochondrial fusion; Potency, µM (titrated, usually from 46.1 µM), inactives show at the highest dose growth rescue (activation), hits mostly activators; S. cerevisiae fusion-defective mutant growth rescue, CellTiterGlo 48 h; AID 485298; actives 0.23% (n = 320,000);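 also: potency is read from the fitted curve at half-maximal effect; % of control where 0% means no effect; nearly all actives have a fitted effect of over 45% in size; temperature-sensitive fusion mutants such as fzo1-1 at 37 °C on non-fermentable ethanol glycerol medium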
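Read-out: ATP-based luminescence (CellTiterGlo, 10 min ambient) reporting growth of fusion-defective ts yeast after 48 hours at 37C on glycerol/ethanol YPEG medium in the presence of compound.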
Gal4-VP16 FLuc: counter-screen for ROR gamma inhibitors: Gal4-VP16 reporter | Drosophila S2 Gal4-VP16 UAS-luciferase, luminescence, 20 h | Potency, µM (titrated, usually from 53.6 µM), inactives show at the highest dose activity, negative = inhibition, most hits filed as inhibitors | actives 3.5% (n = 310,000);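 also: Gal4-VP16 expression switched on by copper sulfate through the metallothionein promoter; potency is read from the fitted curve at half-maximal effect; % is scaled to controls: 0 for no effect and ±100 for the full control effect; nearly all actives have a fitted effect of over 50% in size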
* hit, by the source's call; ? = inconclusive; . = no result given; & = joins results of further samples; [ ] = dose if it differs, or a comment. Unless noted, calls follow the shape of the dose curve; as a rule, active = well fitted curve in the direction sought with a large enough effect; inconclusive = small, poorly fitted or top-dose-only effect, or another doubt; inactive = no such curve, though single readings can be large; an effect the other way counts as inactive or inconclusive.

SMILES	ELG1 DNA repair	KCNH2 3.1 inh	NPC1 prom act	Rab9 prom act	FLuc modulator	RORg inh	MBNL1-CUG inh	PKM2 activator	Menin MLL FP TR	Mito fusion yeast	Gal4-VP16 FLuc
NC[C@@H]1O[C@H](C23CC4CC(CC(C4)C2)C3)Cc2c1ccc(O)c2O	-15%	-2	-35%[inhibitor][46.1 µM]	-41%[inhibitor][46.1 µM]	4%	?	?	16%	?	?	?
Cc1cc(=O)oc2cc(OCC(=O)N3CCC(O)CC3)c(Cl)cc12	3%	6	-4%	-1%	1%	-19%	-3%	.	.	-1%	1%
O=C(c1ccc(S(=O)(=O)Nc2cccc(C(F)(F)F)c2)cc1)N1CCN(c2ccccc2O)CC1	-5%	6	-3%	-25%	3%	.	.	.	.	4%	.
CC1CCC2(CC1)NC(=O)N(CC(=O)Nc1ccccc1-c1ccccc1)C2=O (stereo unspecified)	-2%	4	-1%	-5%	0%	25%	-6%	.	-12%	-2%[9.22 µM]	2%
COc1ccc(-c2cc(C(F)(F)F)n3nc(C(=O)Nc4c(C)n(C)n(-c5ccccc5)c4=O)cc3n2)cc1	-15%	-5	-12%	2%	4%	-1%	?	1%	-13%	4%	-6%
COc1ccc(-c2cn(Cc3ccc(C(=O)NCc4ccc(C)cc4)cc3)c(C(C)N)n2)cc1 (stereo unspecified)	?	.	7%	19%	?	.	.	.	.	-10%	.
CC(C)CC(NC(=O)OC(C)(C)C)c1cn([C@@H](Cc2ccc(O)cc2)C(=O)N2CCN(C(=O)OC(C)(C)C)CC2)nn1 (stereo partly specified)	-5%	-12	0%	-6%	-1%	24%	11%	1%	?	-1%	4%
CCC(=O)Nc1c2c(nn1-c1ccc([N+](=O)[O-])cc1)CS(=O)(=O)C2	-4%	0	-5%	-1%	-1%	-10%	?	.	17%	-2%	-15%
O=C(CN1C(=O)NC2(CCCCC2)C1=O)Nc1ccc(N2CCOCC2)cc1	14%	22	0%	-11%	-8%	-5%[10 µM]	.	-13%	-6%	6%	-3%
O=C(NC(=S)NCCN1CCOCC1)c1ccc(Cl)cc1Cl	?	-1	0%	-2%	-3%	4µM*	-8%	-15%	-1%	-4%	?
CCCCNC(=S)N(CCO)Cc1cc2cc3c(cc2[nH]c1=O)OCCO3	?	-11	-5%	-3%	3%	53%	22%	1%	5%	2%	2%
CC(C)c1ccc(C(=O)NCCCc2ccccc2)cc1	?	1	2.8µM*	3.2µM*	11µM*	0%	-3%	-2%	-2%	21%	-2%
O=C(NC1CCCC1)C(=O)c1c[nH]c2ccccc12	?	15	28%	?	?	-37%	-3%	-2%	.	-1%	?
COc1ccc2nc(N)sc2c1	?	12	2%	16%	?	-5%&10%	9%	-4%	0%	3%	7%&2%
CCN1C(=O)/C(=C\C=C\c2ccccc2[N+](=O)[O-])SC1=S	1%	-14	-15%	2%	-13%	42%	-8%	-3%	?	1%	17%
COCCNc1oc(/C=C/c2ccccc2OC)nc1S(=O)(=O)c1ccccc1	10µM*	-3	-14%	6%	-2%	?	15%	.	?	31%	-13%
O=S(=O)(c1ccc(Cl)cc1Cl)n1ccc2cccnc21	8%	-8	-1%	20%	-10%	10%	-4%	9%	-18%	-1%	11%
COc1ccc2oc(C(=O)OCC(=O)N3CC(C)OC(C)C3)c(C)c2c1 (stereo unspecified)	-7%	13	0%	0%	0%	-2%	0%	1%	0%	2%	5%
O=C(Nc1nnc(-c2ccccc2)s1)c1ccc(F)cc1	?	11	?	1.4µM*	-12%	-7%	3%	1%	16%	10%	5%
Cc1nnc(SCc2ccon2)n1-c1ccccc1	10%	-1	2%	1%	2%	25%	-17%	2%	3%	0%	0%
CC(=O)OC(Cn1nc(C)cc1C)c1ccccc1 (stereo unspecified)	-3%	10	0%	3%	-2%	-20%	-10%	-2%	9%	-2%	9%
CCOC(=O)c1c(-c2ccc(C)o2)csc1N	0%	-3	1%	4%	-11%	-36%	9%	8%	?	-1%	7%
Cc1ccc(CSc2nnc3ccc(-c4ccncc4)nn23)cc1	-7%	11	1%	2%	-15%	-14%	?	9%	14%	-3%	-5%
CCCCN(C)CCNC(=S)Nc1ccc2nc(N3CCN(CC)CC3)cc(C)c2c1	6%	-9	2%	-2%	1%	-8%	-14%	.	-13%	-2%	-4%
COc1ccc(-c2cc(-c3cc(F)ccc3O)[nH]n2)cc1OC	?	3	3.2µM*	4µM*	8.5µM*	-89%	-3%	0%	?	13%	?
(listing goes on)
SMILES	ELG1 DNA repair	KCNH2 3.1 inh	NPC1 prom act	Rab9 prom act	FLuc modulator	RORg inh	MBNL1-CUG inh	PKM2 activator	Menin MLL FP TR	Mito fusion yeast	Gal4-VP16 FLuc
Cc1cc(F)ccc1S(=O)(=O)NCC(c1cccnc1)N1CCc2ccccc21 (stereo unspecified)	?	12	-1%	3%	1%	31%	-2%	1%[0.46 µM]	6%	3%	-6%
CCCOc1ccc(-c2cn3ccccc3n2)cc1[N+](=O)[O-]	?	-7	3.2µM*	2.2µM*	1.7µM*	-1%	?	-20%	0%	2%	-6%
Cc1ccc(Cl)cc1N1CCN(C(=O)c2ccc3c(c2)CCN3S(C)(=O)=O)CC1	-23%	.	-3%	-3%	2%	39%	-2%	.	.	31%	-2%
CC(=NC1CC1)C1=C(O)c2ccccc2C1=O	?	0	24%	?	17µM*	26%	?	-7%	-2%	3%	4%
CCN(CC)CCNC(=O)C1c2ccccc2C(=O)N(CCOC)C1c1ccc(F)cc1 (stereo unspecified)	-2%	-1	-2%	-6%	1%	-20%	-8%	-5%	.	0%	-1%
O=S(=O)(O)c1cccc(N=Nc2c(O)ccc3ccccc23)c1	2%	3	1%	0%	24µM*	1%	?	-20%	.	0%	-4%
O=C(CNc1ccccc1Cl)N/N=C1\CCCc2ccccc21	?	15	-5%	-17%	1%	-19%	-19%	0%	-12%	-5%	-5%
Cc1ccc(C)c(-n2nnnc2SCC(=O)c2c(N)n(C)c(=O)n(C)c2=O)c1	-7%	.	0%	-4%	0%	-29%	6%	.	6%	-8%	10%
Cc1ccccc1Nc1nc(N)nc(CSc2nnc3sc4ccccc4n23)n1	3%	-4	-5%	-6%	1%	-31%	-8%	3%	-8%	-1%	3%
CCCc1nc(NC2CCCCC2)c(C#N)c2c1COC(C)(C)C2	?	9	7%	0%	-1%	-2%[10 µM]	-2%	-2%	-1%	2%	-4%
CSc1ccc(/C=N/n2c(C)nnc2C)cc1	?	0	-10%	-6%	-4%	-1%	3%	2%	-9%	3%	-3%
COc1ccc(/C=N/NC(=O)c2nc(Cl)c(Cl)c(N)c2Cl)cc1COc1ccc(F)cc1F	-8%	-22	0%	-4%	8%	?	19%	2%	?	1%	-26%
O=C(Nc1cc(-c2nc3ncccc3o2)ccc1Cl)c1ccco1	-15%	-19	-1%	14%	?	-6%	5%	-1%	.	-27%	2%
COc1ccc(S(=O)(=O)NNC(=O)Cc2csc(C)n2)cc1[N+](=O)[O-]	22%	2	2%	-3%	5%	.	.	.	.	-2%	.
CCOc1ccccc1NC(=S)N1CCN(c2cccc(C)c2C)CC1	?	2	-4%	-1%	-1%	6.3µM*	-4%	-8%[11.5 µM]	-2%	-7%	4.5µM*
CN(C)Cc1c(O)ccc2c(=O)c(-c3ccccc3Cl)c(C(F)(F)F)oc12	0%	7	-4%	-1%	-1%	23%	7%	0%	-4%	0%	5%
Fc1ccc(C(c2nnnn2C2CCCCC2)N2CCCC2)cc1 (stereo unspecified)	12%	-1	-7%	0%	1%	6%	-4%	?	?	15%	-1%
COc1cc(OC)cc(C(=O)NCC(=O)NC(C)CCc2ccccc2)c1 (stereo unspecified)	?	-15	-1%	-1%	1%	-11%	-12%	.	-16%	10%	-1%
COc1cc(OC)cc(C(=O)Nc2ccccc2-c2nnn(CC(=O)Nc3cc(C)on3)n2)c1	15%	-43	-5%	-3%	0%	?	-1%	0%	1%	-4%	?
Cc1ccccc1-c1nnn(CC(=O)N(C)CC(=O)Nc2ccccc2C(F)(F)F)n1	4%	2	-5%	-2%	1%	.	.	.	.	0%	.

This is a subset; count on the stated rates, not on these rows.
